# procasp7 counter – activates human procaspase-7, counter-screen for procaspase-3 activators | recombinant procaspase-7, Ac-DEVD-pNA absorbance 405 nm; D23A/D198A/D206A triple mutant, cannot self-cleave; scale: DMSO 0, 5 µM enzyme 100 | activation, % at 8.5 µM | 0.093% of 330,000 active | AID 463210;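 active = percent activation above the screen-wide mean plus 3 SD, cut at about 25% in these data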
#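 Replicates: singlicate. Assay system: Procaspase-7 triple mutant (PC-7 D3A). Signal: 405 nm absorbance of p-nitroaniline. Times: 1 h preincubation, 2 h reaction. Buffer or medium: Zinc-free HEPES pH 7.4 with 300 mM NaCl, 0.01% Triton X-100. Also added: DEVD-pNA substrate. Benchmarks: DMSO wells as 0%, DMSO with 5 µM added PC-7 as 100%.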
# proCasp3 act – activators of human procaspase-3 | P42574 | recombinant procaspase-3 D3A, Ac-DEVD-pNA absorbance 405 nm | activation, % at 8.5 µM | 0.11% of 330,000 active;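 active = activation above the mean of all tested compounds plus 3 SD, cut at about 21% in these data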;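 also: 0% = DMSO alone and 100% = DMSO wells spiked with extra 5 µM PC-3 D3A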
#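 assay system = Procaspase-3 D3A mutant | signal = absorbance at 405 nm, 0 and 120 min | times = 1 h preincubation plus 2 h reaction at 25 °C | repeats = single replicate | read-out = % activation between DMSO and enzyme-spiked controls | medium = Zinc-free HEPES saline buffer with Triton X-100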
# AHR act – activators of human aryl hydrocarbon receptor; AHR-responsive luciferase reporter cells, luminescence; activation, % at 5 µM; 2.5% of 320,000 active; AID 2796; in the data active = activation above about 47%;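 also: 0% = vehicle wells and 100% = reference agonist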
# Target sequence (P35869 whole entry, looked up): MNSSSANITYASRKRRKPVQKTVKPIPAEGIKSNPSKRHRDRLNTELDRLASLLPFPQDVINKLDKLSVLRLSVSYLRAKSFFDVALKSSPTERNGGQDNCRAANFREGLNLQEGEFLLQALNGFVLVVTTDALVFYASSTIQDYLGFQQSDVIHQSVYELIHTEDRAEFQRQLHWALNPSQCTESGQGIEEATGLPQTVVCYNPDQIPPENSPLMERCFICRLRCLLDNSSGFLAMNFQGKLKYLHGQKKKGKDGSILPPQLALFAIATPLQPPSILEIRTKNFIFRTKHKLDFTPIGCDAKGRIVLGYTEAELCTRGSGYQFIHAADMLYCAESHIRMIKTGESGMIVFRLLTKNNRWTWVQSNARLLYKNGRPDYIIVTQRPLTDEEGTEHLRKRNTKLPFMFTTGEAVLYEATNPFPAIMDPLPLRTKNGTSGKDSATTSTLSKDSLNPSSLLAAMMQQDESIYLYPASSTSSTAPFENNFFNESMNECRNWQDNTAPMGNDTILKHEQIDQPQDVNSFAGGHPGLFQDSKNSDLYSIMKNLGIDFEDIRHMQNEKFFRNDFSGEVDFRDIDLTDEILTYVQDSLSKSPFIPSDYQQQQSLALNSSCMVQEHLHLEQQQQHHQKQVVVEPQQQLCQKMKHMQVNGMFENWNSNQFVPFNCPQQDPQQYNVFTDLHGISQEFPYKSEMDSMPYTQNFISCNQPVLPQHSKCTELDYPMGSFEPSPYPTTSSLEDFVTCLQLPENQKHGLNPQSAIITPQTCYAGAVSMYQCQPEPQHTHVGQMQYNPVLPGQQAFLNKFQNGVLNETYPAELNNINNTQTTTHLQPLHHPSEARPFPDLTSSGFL
# Active calls of the source: *; nt = not tested or not shown.
# The first 16 records, ahead of the listing:
SMILES,procasp7 counter,proCasp3 act,AHR act
COc1ccc(CNC(=O)C[C@H]2C[C@H](C(=O)N3CCCCC3)[C@@]3(CCc4ccccc4)c4[nH]c5cc(-c6ccco6)ccc5c4CCN3C2=O)cc1OC,-2,5,nt
CCN1C[C@@H]2[C@@H]3C(=O)N(Cc4ccccc4)C(=O)[C@@H]3[C@](C)(C(=O)OC)N2C1=NC,1,5,nt
O=C(Cn1cnc2c(NCc3ccccc3)ncnc21)N1CCN(c2ccccn2)CC1,2,-4,nt
COc1cc2oc(=O)cc(-c3ccc(-c4ccc(CO)cc4)cc3)c2c(OC)c1OC,-2,-5,nt
CCOC(=O)C1=CN(Cc2ccco2)S(=O)(=O)NC1CC (stereo not drawn),-6,0,nt
CCN1C(=O)[C@H]2[C@H]3CN=C(SCc4ccc(C)cc4)N3[C@@](Cc3ccccc3)(C(=O)OC)[C@H]2C1=O,1,0,nt
C[C@]12c3[nH]c4ccc(Cl)cc4c3CCN1C(=O)[C@@H](CC(=O)NCC13CC4CC(CC(C4)C1)C3)C[C@@H]2C(=O)N1CCOCC1,2,3,nt
COc1cccc(-c2sc3ccc(OC)cc3c2-c2ccc(OCCN3CCCC3)cc2)c1,3,3,nt
COC(=O)[C@H](C)N(Cc1ccc(Cl)c(Cl)c1)S(=O)(=O)CCN1CCCC1,6,-1,nt
Cc1ccc(S(=O)(=O)N2C/C=C\CN(S(=O)(=O)c3ccccc3Br)CC2)cc1,-7,-6,nt
O=C(C[C@H]1C[C@H](C(=O)N2CCCCC2)[C@@]2(CCc3ccccc3)c3[nH]c4ccc(Cl)cc4c3CCN2C1=O)NCCN1CCOCC1,4,3,nt
COC(=O)[C@@]1(C)[C@H]2C(=O)N(C)C(=O)[C@H]2[C@H]2CN=C(SCc3ccccc3)N21,-3,1,nt
O=C1c2ccccc2[C@@H]2C[C@@H](O)[C@H](Nc3ccccc3-c3ccccc3)CCN12,6,-6,nt
CN(C)C(=O)CCc1ccc2c3c([nH]c2c1)[C@]1(CCc2ccccc2)[C@@H](C(=O)N2CCCCC2)C[C@H](CC(=O)NCCC2=CCCCC2)C(=O)N1CC3,4,5,nt
COc1ccc(C2CC(c3cccc(Br)c3)=NN2c2ccc(S(N)(=O)=O)cc2)cc1 (stereo not drawn),-42,-4,nt
O=C(Cc1ccccc1)N1O[C@H]2C=C[C@@H]1CC2,-2,6,nt

# All compounds of this part, previewed entries included:
SMILES,procasp7 counter,proCasp3 act,AHR act
COc1ccc(CNC(=O)C[C@H]2C[C@H](C(=O)N3CCCCC3)[C@@]3(CCc4ccccc4)c4[nH]c5cc(-c6ccco6)ccc5c4CCN3C2=O)cc1OC,-2,5,nt
CCN1C[C@@H]2[C@@H]3C(=O)N(Cc4ccccc4)C(=O)[C@@H]3[C@](C)(C(=O)OC)N2C1=NC,1,5,nt
O=C(Cn1cnc2c(NCc3ccccc3)ncnc21)N1CCN(c2ccccn2)CC1,2,-4,nt
COc1cc2oc(=O)cc(-c3ccc(-c4ccc(CO)cc4)cc3)c2c(OC)c1OC,-2,-5,nt
CCOC(=O)C1=CN(Cc2ccco2)S(=O)(=O)NC1CC (stereo not drawn),-6,0,nt
CCN1C(=O)[C@H]2[C@H]3CN=C(SCc4ccc(C)cc4)N3[C@@](Cc3ccccc3)(C(=O)OC)[C@H]2C1=O,1,0,nt
C[C@]12c3[nH]c4ccc(Cl)cc4c3CCN1C(=O)[C@@H](CC(=O)NCC13CC4CC(CC(C4)C1)C3)C[C@@H]2C(=O)N1CCOCC1,2,3,nt
COc1cccc(-c2sc3ccc(OC)cc3c2-c2ccc(OCCN3CCCC3)cc2)c1,3,3,nt
COC(=O)[C@H](C)N(Cc1ccc(Cl)c(Cl)c1)S(=O)(=O)CCN1CCCC1,6,-1,nt
Cc1ccc(S(=O)(=O)N2C/C=C\CN(S(=O)(=O)c3ccccc3Br)CC2)cc1,-7,-6,nt
O=C(C[C@H]1C[C@H](C(=O)N2CCCCC2)[C@@]2(CCc3ccccc3)c3[nH]c4ccc(Cl)cc4c3CCN2C1=O)NCCN1CCOCC1,4,3,nt
COC(=O)[C@@]1(C)[C@H]2C(=O)N(C)C(=O)[C@H]2[C@H]2CN=C(SCc3ccccc3)N21,-3,1,nt
O=C1c2ccccc2[C@@H]2C[C@@H](O)[C@H](Nc3ccccc3-c3ccccc3)CCN12,6,-6,nt
CN(C)C(=O)CCc1ccc2c3c([nH]c2c1)[C@]1(CCc2ccccc2)[C@@H](C(=O)N2CCCCC2)C[C@H](CC(=O)NCCC2=CCCCC2)C(=O)N1CC3,4,5,nt
COc1ccc(C2CC(c3cccc(Br)c3)=NN2c2ccc(S(N)(=O)=O)cc2)cc1 (stereo not drawn),-42,-4,nt
O=C(Cc1ccccc1)N1O[C@H]2C=C[C@@H]1CC2,-2,6,nt
COc1ccc2[nH]c3c(c2c1)CCN1C(=O)C(CC(=O)NCC24CC5CC(CC(C5)C2)C4)C[C@H](C(=O)N2CCOCC2)[C@@]31C (stereo partly drawn),2,12,nt
Cc1ccc(S(=O)(=O)N2C[C@@H]3[C@H]4CC[C@H](C4)[C@@H]3[C@@H](C)[C@@H]2c2cn(Cc3ccccc3)c3ncccc23)cc1,3,3,nt
CC[C@]12c3[nH]c4ccc(OC)cc4c3CCN1C(=O)C(CC(=O)NCC13CC4CC(CC(C4)C1)C3)C[C@@H]2C(=O)N1CCN(C(=O)c2ccco2)CC1 (stereo partly drawn),7,4,nt
COc1ccc(NC(=O)N(C)C[C@H]2Oc3c(NC(=O)NC(C)C)cccc3C(=O)N([C@H](C)CO)C[C@@H]2C)cc1,9,2,-1
C[C@@H]1O[C@@H](OCCC(=O)O)[C@H](O)C[C@H]1O,1,5,-1
CC(C)(C)OC(=O)CNC(=O)c1[nH]cnc1C(=O)N[C@@H](CCCCN)C(=O)OC(C)(C)C,0,8,0
COc1ccc(NC(=O)N(C)C[C@H]2Oc3ccc(NC(=O)CCC(F)(F)F)cc3C(=O)N([C@H](C)CO)C[C@@H]2C)cc1,-3,3,1
COc1ccc(NC(=O)Nc2cccc3c2O[C@H](CN(C)C(=O)Nc2ccc4c(c2)OCO4)[C@@H](C)CN([C@H](C)CO)C3=O)cc1,-1,-11,2
C[C@H](CO)N1C[C@H](C)[C@@H](CN(C)C(=O)Nc2ccc3c(c2)OCO3)Oc2c(NS(=O)(=O)c3ccc(F)cc3)cccc2C1=O,-7,-3,2
C[C@@H]1CN([C@H](C)CO)C(=O)Cc2cc(NC(=O)Nc3ccccc3)ccc2O[C@@H]1CN(C)C(=O)Nc1ccc2c(c1)OCO2,-6,-3,3
COC(=O)c1c(-c2ccc(N(C)C)cc2)sc2ccc(OC)cc12,12,-1,7
C[C@H]1CN([C@@H](C)CO)C(=O)c2cc(NC(=O)C3CCCCC3)ccc2O[C@H]1CN(C)S(=O)(=O)c1ccccc1,4,3,-1
C[C@H](CO)N1C[C@H](C)[C@@H](CN(C)Cc2ccc3c(c2)OCO3)Oc2ccc(NC(=O)Cn3cnnn3)cc2C1=O,6,8,-1
C[C@@H]1CN([C@@H](C)CO)C(=O)c2cc(NC(=O)Nc3ccc(F)cc3)ccc2O[C@@H]1CN(C)Cc1ccc(Oc2ccccc2)cc1,3,7,0
Cc1ccc(S(=O)(=O)N(C)C[C@H]2Oc3ccc(NC(=O)C4CCCCC4)cc3C(=O)N([C@H](C)CO)C[C@H]2C)cc1,13,5,-2
COc1ccc(-c2sc3cc4c(cc3c2C#Cc2cncn2C)OCO4)cc1,19,-5,82*
CN(C)C(=O)c1cccc(-c2csc(N3CCC(C(N)=O)CC3)n2)c1,5,-5,9
C[C@H](CO)N1C[C@H](C)[C@@H](CN(C)S(=O)(=O)c2cccs2)Oc2c(NS(=O)(=O)c3ccccc3)cccc2C1=O,-1,-7,0
COc1ccc(-c2csc(N3CCC(C(N)=O)CC3)n2)cc1,11,1,6
C[C@H]1CN([C@@H](C)CO)C(=O)c2cccc(NC(=O)c3nc4ccccc4s3)c2O[C@H]1CN(C)C(=O)Nc1ccc(F)cc1,10,1,8
COc1ccc(-c2sc3ccccc3c2C#Cc2cncn2C)cc1,-9,2,40
C[C@H]1CN([C@@H](C)CO)C(=O)c2cccc(NC(=O)Nc3ccc(C(F)(F)F)cc3)c2O[C@@H]1CN(C)S(=O)(=O)c1ccc(Cl)cc1,6,-1,0
C[C@@H]1CCCCCCCCC(=O)OCCN[C@H](C)CCCCCCCCC(=O)OCCN[C@H](C)CCCCCCCCC(=O)OCCN1,8,7,-1
Cc1noc(C)c1NC(=O)Nc1cccc2c1O[C@H](CN(C)S(=O)(=O)c1ccc(F)cc1)[C@@H](C)CN([C@H](C)CO)C2=O,8,1,0
COc1ccc(NC(=O)Nc2ccc3c(c2)C(=O)N([C@H](C)CO)C[C@H](C)[C@@H](CN(C)C(=O)Nc2ccc4c(c2)OCO4)O3)cc1,-18,2,1
NC(=O)C1CCN(c2nc(-c3ccccc3Br)cs2)CC1,2,4,65*
CN(C)c1ccc(/C=C2\Oc3ccc(C#Cc4cccc(N)c4)cc3C2=O)cc1,-31,-21,11
C[C@@H]1CN([C@@H](C)CO)C(=O)Cc2cc(NS(=O)(=O)c3ccccc3)ccc2O[C@H]1CN(C)Cc1ccncc1,-4,8,-1
Cc1noc(C)c1NC(=O)N(C)C[C@H]1Oc2ccc(NC(=O)Nc3ccc4c(c3)OCO4)cc2C(=O)N([C@H](C)CO)C[C@@H]1C,-1,0,0
CC(C)NC(=O)N(C)C[C@H]1Oc2ccc(NS(=O)(=O)c3ccccc3)cc2C(=O)N([C@H](C)CO)C[C@H]1C,16,-3,0
C[C@H](CO)N1C[C@H](C)[C@@H](CN(C)C(=O)Nc2ccc(C(F)(F)F)cc2)Oc2c(NC(=O)CCC(F)(F)F)cccc2C1=O,-2,-2,1
Cc1noc(C)c1NC(=O)Nc1ccc2c(c1)C(=O)N([C@H](C)CO)C[C@H](C)[C@@H](CN(C)S(=O)(=O)c1c(C)noc1C)O2,1,-9,0
C[C@@H]1CN([C@H](C)CO)C(=O)Cc2cc(NC(=O)Cn3cnnn3)ccc2O[C@@H]1CN(C)Cc1ccc(Cl)c(Cl)c1,3,3,-2
COc1ccc(S(=O)(=O)N(C)C[C@H]2Oc3c(NC(=O)Nc4ccc(C(F)(F)F)cc4)cccc3C(=O)N([C@H](C)CO)C[C@@H]2C)cc1,-2,5,1
CNC[C@@H]1Oc2c(NC(=O)Nc3ccccc3)cccc2C(=O)N([C@@H](C)CO)C[C@H]1C,5,11,0
COc1ccc(S(=O)(=O)N(C)C[C@H]2Oc3ccc(NC(=O)NC4CCCCC4)cc3C(=O)N([C@H](C)CO)C[C@@H]2C)cc1,-7,2,-1
CC(C)(C)OC(=O)C[C@@H]1C/C=C\C[C@H](CC(=O)N[C@H](CO)Cc2ccccc2)C(=O)N[C@@H](Cc2ccccc2)COC1=O,-11,-6,1
C[C@H](CO)N1C[C@H](C)[C@@H](CN(C)Cc2ccc3c(c2)OCO3)Oc2c(NS(=O)(=O)c3cn(C)cn3)cccc2C1=O,-5,7,0
NC(=O)C1CCN(c2nc(-c3ccccc3F)cs2)CC1,4,-3,12
C[C@H](CO)N1C[C@H](C)[C@@H](CN(C)Cc2ccc(Oc3ccccc3)cc2)Oc2ccc(NC(=O)Cn3cnnn3)cc2C1=O,-1,7,-1
COc1ccc(S(=O)(=O)Nc2ccc3c(c2)C(=O)N([C@H](C)CO)C[C@H](C)[C@@H](CN(C)S(=O)(=O)c2ccc(F)cc2)O3)cc1,7,3,-2
COc1ccc(S(=O)(=O)Nc2cccc3c2O[C@@H](CN(C)CC2CC2)[C@@H](C)CN([C@@H](C)CO)C3=O)cc1,8,10,-1
Cn1ccc2cc(-c3csc(N4CCC(C(N)=O)CC4)n3)ccc21,4,-4,1
C[C@H](CO)N1C[C@H](C)[C@@H](CN(C)C(=O)NC2CCCCC2)Oc2ccc(NS(=O)(=O)c3ccc(F)cc3)cc2C1=O,3,2,-1
# (more compounds)
SMILES,procasp7 counter,proCasp3 act,AHR act
C[C@H](CO)N1C[C@H](C)[C@H](CN(C)C(=O)Nc2cccc3ccccc23)Oc2c(NC(=O)c3ccc(-c4nccs4)cc3)cccc2C1=O,5,4,1
C[C@H]1CN([C@@H](C)CO)C(=O)c2cc(NC(=O)C3CCCCC3)ccc2O[C@H]1CN(C)Cc1ccc(-c2ccccc2)cc1,8,-8,-1
C[C@@H]1CN([C@@H](C)CO)C(=O)c2cccc(NC(=O)c3ccncc3)c2O[C@@H]1CN(C)Cc1ccc(-c2ccccc2)cc1,-4,1,1
CN1CCN(NC(=O)c2c(-c3ccccc3)sc3ccccc23)CC1,7,4,4
CC(C)NC(=O)Nc1ccc2c(c1)C(=O)N([C@H](C)CO)C[C@H](C)[C@@H](CN(C)S(=O)(=O)c1ccccc1)O2,2,-5,1

# Compound activity from PubChem BioAssay.

# A portion of the library; the hit share may differ from the screen's.
